PME-1 primary: PME-1 inhibitors via competitive probe labeling, primary screen, biochemical, fluorescence polarization, FP-Rh probe, HTS; Protein phosphatase methylesterase 1 (Homo sapiens), Q9Y570; recombinant PME-1; inhibition, % at 5.9 µM; 320,000 tested, 0.53% active;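 active = inhibition above the campaign mean of all compounds plus 3 SD, cut at about 26% in these data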;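 note: competitive labeling of PME-1 active site by serine hydrolase directed probe; 0% = PME-1 with DMSO and 100% = wells lacking PME-1 enzyme; inhibitors block probe labeling so polarization falls and inhibition rises; many of its hits are not listed in these tables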
Target sequence (Q9Y570 whole entry, looked up): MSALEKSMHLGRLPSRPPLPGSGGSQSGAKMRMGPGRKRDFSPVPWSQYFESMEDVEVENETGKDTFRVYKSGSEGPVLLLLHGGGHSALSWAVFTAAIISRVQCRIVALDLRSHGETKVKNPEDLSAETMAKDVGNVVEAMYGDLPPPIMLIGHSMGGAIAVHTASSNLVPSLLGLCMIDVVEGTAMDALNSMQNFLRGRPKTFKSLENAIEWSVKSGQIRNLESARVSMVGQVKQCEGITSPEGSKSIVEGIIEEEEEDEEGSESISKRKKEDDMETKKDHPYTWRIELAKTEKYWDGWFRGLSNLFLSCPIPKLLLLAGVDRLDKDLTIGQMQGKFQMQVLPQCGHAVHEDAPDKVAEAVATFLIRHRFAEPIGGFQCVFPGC
PAFAH1B2 FP inh: PAFAH1B2 enzyme inhibitors, primary screen, biochemical, fluorescence polarization, human; 340,000 tested, 1.2% active; inhibition, % at 3.39 µM; Platelet-activating factor acetylhydrolase IB subunit alpha2 (Homo sapiens), P68402; recombinant PAFAH1B2, FP-rhodamine activity probe;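 active = inhibition above the mean of all tested compounds plus 3 SD, cut at about 24% in these data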;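 note: 0% = enzyme with DMSO and 100% = wells lacking PAFAH1B2; many of its hits are not listed in these tables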
Target sequence (P68402 whole entry, looked up): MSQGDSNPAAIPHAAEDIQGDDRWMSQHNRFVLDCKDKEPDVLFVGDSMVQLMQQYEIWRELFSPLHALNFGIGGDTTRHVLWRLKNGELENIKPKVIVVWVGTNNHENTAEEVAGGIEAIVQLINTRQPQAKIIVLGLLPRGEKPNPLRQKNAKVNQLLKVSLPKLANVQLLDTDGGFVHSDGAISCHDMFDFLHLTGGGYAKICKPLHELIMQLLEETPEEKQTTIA
pPAFAH inh: pPAFAH enzyme inhibitors, primary screen, biochemical, fluorescence polarization, human; recombinant pPAFAH, FP-rhodamine probe fluorescence polarization; inhibition, % at 3.39 µM; 330,000 tested, 1.5% active; AID 463082, 2010;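 active = inhibition above the mean inhibition across the screen plus 3 SD, cut at about 25% in these data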;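 note: inhibitors block binding of the rhodamine activity-based probe so polarization drops; 0% = enzyme with DMSO and 100% = wells lacking pPAFAH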
PAFAH2 inh: PAFAH2 enzyme inhibitors, primary screen, biochemical, fluorescence polarization, human | inhibition, % at 3.39 µM | 340,000 tested, 0.99% active | AID 492956, 2010 | recombinant PAFAH2, FP-rhodamine activity probe;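 active = inhibition above the mean over all tested compounds plus 3 SD, cut at about 30% in these data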;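 note: inhibitors block probe labeling of enzyme so polarization drops; 0% = enzyme with DMSO and 100% = wells lacking PAFAH2 protein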
LYPLA1 inh: LYPLA1 inhibitors, primary screen, counter-screen for PME1 inhibitor project, biochemical, fluorescence polarization, FP-Rh probe ABPP | Acyl-protein thioesterase 1 (Homo sapiens), O75608 | recombinant LYPLA1 | inhibition, % at 5.9 µM | 320,000 tested, 0.16% active;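 active = inhibition above the mean of all tested compounds plus 3 SD, set per campaign, cut at about 14% in these data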;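 note: inhibitors block serine hydrolase probe labeling of LYPLA1 so polarization falls; 0% = enzyme with DMSO and 100% = wells lacking LYPLA1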
Target sequence (O75608 whole entry, looked up): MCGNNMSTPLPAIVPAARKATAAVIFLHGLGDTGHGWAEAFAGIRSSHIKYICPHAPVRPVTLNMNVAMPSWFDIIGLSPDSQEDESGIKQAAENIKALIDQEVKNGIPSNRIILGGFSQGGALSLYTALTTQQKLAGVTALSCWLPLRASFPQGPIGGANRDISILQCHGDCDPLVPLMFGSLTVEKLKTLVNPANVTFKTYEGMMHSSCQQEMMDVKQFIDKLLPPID
Fam108B counter: mouse Fam108B serine hydrolase inhibitors, primary screen, counter-screen for RBBP9 inhibitor project, biochemical, fluorescence polarization. inhibition, % at 9.51 µM. 300,000 tested, 0.33% active. recombinant Fam108B, FP-Rh probe fluorescence polarization;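 active = inhibition above the screen mean inhibition plus 3 SD, computed separately per campaign, cut at about 18% in these data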;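 note: inhibitors lower polarization as less probe binds the enzyme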
GSTO1 inh: inhibitors of recombinant GSTO1, primary screen, counter-screen for RBBP9 inhibitor project, biochemical, fluorescence polarization; 300,000 tested, 1.1% active; AID 1974, 2009; inhibition, % at 5.96 µM; activity-based probe fluorescence polarization;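 active = inhibition above the campaign mean inhibition plus 3 SD, cut at about 35% in these data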;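 note: 0% = GSTO1-1 with DMSO and 100% = wells lacking GSTO1-1 enzyme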
Target sequence (P78417 whole entry, looked up): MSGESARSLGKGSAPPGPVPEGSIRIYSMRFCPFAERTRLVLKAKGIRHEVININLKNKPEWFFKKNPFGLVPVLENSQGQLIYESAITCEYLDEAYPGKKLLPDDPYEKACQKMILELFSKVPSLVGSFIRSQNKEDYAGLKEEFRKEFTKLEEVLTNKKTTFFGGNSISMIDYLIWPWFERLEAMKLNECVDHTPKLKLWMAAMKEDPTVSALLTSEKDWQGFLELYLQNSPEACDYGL
PAFAH1B3 FP inh: PAFAH1B3 enzyme inhibitors, primary screen, biochemical, fluorescence polarization, human. Platelet-activating factor acetylhydrolase IB subunit alpha1 (Homo sapiens), Q15102. recombinant PAFAH1B3, FP-rhodamine probe. inhibition, % at 3.39 µM. 340,000 tested, 0.28% active. AID 492972, 2010;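 active = inhibition above the screen-wide average of all tested compounds plus 3 SD, cut at about 25% in these data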;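 note: 0% = enzyme with DMSO only and 100% = wells lacking PAFAH1B3 protein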
PAD4 inh: human PAD4 inhibitors, primary screen, biochemical, fluorescence polarization, 1536-well format; inhibition, % at 6.36 µM; 330,000 tested, 0.41% active; Protein-arginine deiminase type-4 (Homo sapiens), Q9UM07; recombinant PAD4, RCA probe fluorescence polarization;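 active = percent inhibition above a cutoff equal to the mean of all tested compounds plus 3 SD, cut at about 15% in these data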;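 note: 0% = PAD4 with RCA probe and DMSO and 100% = probe without PAD4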
* = called active by the depositor; nt = no result given. A portion of the library; count on the stated rates, not on these rows.

SMILES	PME-1 primary	PAFAH1B2 FP inh	pPAFAH inh	PAFAH2 inh	LYPLA1 inh	Fam108B counter	GSTO1 inh	PAFAH1B3 FP inh	PAD4 inh
COc1ccc(CN(Cc2ccc(C(=O)O)cc2)C(=S)Nc2ccccc2C)cc1OC	-7	6	-2	5	-8	-2	6	1	-2
Cc1nc([N+](=O)[O-])cn1CC(=O)c1ccc(Br)cc1	5	5	2	-4	-1	3	5	6	3
COC(=O)CCCCCN1C(=O)NC(C2CC2)C(C(=O)OCc2ccccc2)=C1C (centres undefined)	5	2	6	0	0	-1	3	4	5
COc1cc(C(=O)O)cc(OC)c1OCc1cc(C(=O)O)oc1C	4	3	1	11	2	0	-2	1	-1
COc1ccc(/C=N/NC(=O)c2ccncc2)cc1CN1CCOCC1	1	0	3	1	1	2	6	5	4
COc1ccc(-c2nc(NC(=O)c3cc(C(C)(C)C)nn3C)sc2C)cc1	-12	3	-3	-18	-10	-8	-10	-1	4
O=C(NCCc1ccccc1)c1n[nH]c(=O)c2ccccc12	0	6	-3	-1	1	0	-9	8	-1
Cc1cc(C)cc(C(=O)OCC(=O)N2CCCCCC2)c1	-3	5	0	1	0	nt	nt	6	2
O=C1N/C(=C/c2cccn2-c2ccccc2)C(=O)N1Cc1ccc(F)cc1	-2	1	9	-4	0	1	0	0	-8
Cn1c(SCC(=O)NC2CCCCCC2)nnc1-c1cccs1	-2	2	4	0	1	3	6	0	-2
O=C(CSc1nnnn1-c1ccccc1)Nc1ncc(Cc2cccc(Cl)c2Cl)s1	-1	3	-6	-3	-5	0	0	8	-3
O=C(O)C(Cc1ccc(O)cc1)N1C(=O)c2c(Cl)c(Cl)c(Cl)c(Cl)c2C1=O (centres undefined)	1	8	7	4	2	5	12	5	-2
COc1ccc(NC(=O)CCCN2C(=O)/C(=C\c3ccco3)SC2=S)cc1	-7	1	14	-1	-4	-1	0	6	-12
CN=C1N(C)C[C@@H]2[C@@H]3C(=O)N(C)C(=O)[C@@H]3[C@](Cc3ccccc3)(C(=O)OC)N12	nt	6	-3	-3	nt	nt	nt	7	1
CC(=O)c1c(C)[nH]c(C(=O)OCC(=O)C(C)(C)C)c1C	-4	3	1	6	-5	2	2	1	1
C/C(=N\NC(=O)c1nnn(-c2nonc2N)c1CN(C)c1ccccc1)c1cccnc1	-5	1	5	0	-5	1	-1	7	-1
COc1ccccc1Sc1nc(-c2ccccc2)ncc1OC	-5	5	-3	-2	2	-2	10	0	7
COc1ccc(-c2nncnn2)cc1	5	nt	0	nt	0	6	0	nt	0
COc1cccc(C(=O)COC(=O)CCC(=O)c2ccccc2)c1	-4	-4	16	-2	-2	-2	2	-4	-3
COc1ccc(OCC(=O)NNC(=O)c2ccc3c(=O)n4c(nc3c2)CCC4)cc1	-4	0	7	2	-6	-3	37*	4	-3

Complete entries, looked up by structure. Screens in order: PME-1 primary	PAFAH1B2 FP inh	pPAFAH inh	PAFAH2 inh	LYPLA1 inh	Fam108B counter	GSTO1 inh	PAFAH1B3 FP inh	PAD4 inh
`O=C(NCCc1ccccc1)c1n[nH]c(=O)c2ccccc12` reads 0	6	-3	-1	1	0	-9	8	-1
`COc1ccc(/C=N/NC(=O)c2ccncc2)cc1CN1CCOCC1` reads 1	0	3	1	1	2	6	5	4

Further results follow.
SMILES	PME-1 primary	PAFAH1B2 FP inh	pPAFAH inh	PAFAH2 inh	LYPLA1 inh	Fam108B counter	GSTO1 inh	PAFAH1B3 FP inh	PAD4 inh
CCOc1cc(C2C(C(=O)N3CCCCC3)=C(C)NC3=C2C(=O)CCC3)cc(Br)c1O (centres undefined)	3	5	10	4	-1	0	3	1	-4
O=C(Nc1ccccc1)C1=C[C@H](c2ccc3c(c2)OCO3)C[C@H](OCCCCO)O1	2	4	7	-5	-4	-2	7	7	-4
CNC(=O)c1cc2ccccc2o1	-1	0	-1	4	2	-3	1	1	-5
Cc1ccc(-c2cn3c(=S)[nH]nc3s2)cc1	2	1	9	-9	2	-4	0	-1	3
O=C(CCSc1ccccc1)N1CCN(c2ccccc2F)CC1	2	4	11	-2	4	-1	11	12	-1
CCc1ccc(N(C(=O)c2ccco2)C(C(=O)NC2CCCC2)c2ccco2)cc1 (centres undefined)	3	3	5	9	4	2	-8	5	0
O=C(CN1CCN(C/C=C/c2ccccc2)CC1)NCc1ccc(Cl)cc1	4	1	3	2	6	-4	4	3	-3
Cc1cc(C)n(Cc2ccc(Cl)cc2Cl)c(=O)c1S(=O)(=O)c1ccccc1	-5	-5	1	2	-4	-5	0	-4	0
Cc1ccc(-n2c(C)c([N+](=O)[O-])c3ccc(O)cc32)cc1	-3	nt	9	nt	-2	4	-5	nt	3
CCOc1ccc(S(=O)(=O)NCc2ccccn2)cc1	3	6	2	2	0	3	5	6	0
CCCNC(=O)COC(=O)/C=C/c1ccco1	-3	7	0	36*	-1	-9	4	2	1
COc1ccc(C(=O)CSC2=C(C#N)C3(CCCCC3)C(C#N)=C(N)N2)cc1	-3	27*	5	0	-4	0	-11	5	3
Nn1c(SCC(=O)NC2CCS(=O)(=O)C2)nnc1-c1cccs1 (centres undefined)	2	3	1	2	0	0	0	10	-7
CCCN(CC(=O)Nc1ccc(F)c(F)c1F)C(=O)c1ccc2c(c1)NC(=O)CS2	nt	4	24	-8	nt	nt	nt	1	-6
O=C(CCNC(=O)c1ccc(Br)cc1)Nc1nccs1	-3	-2	1	0	-4	4	-4	1	0
COC(=O)/C=C(\C)NC(=O)c1ccccc1Cl	2	6	4	1	-1	0	3	1	-1
Cc1ccc(CNC(=O)CCNS(=O)(=O)c2ccc(C)cc2)cc1	5	5	1	4	0	-3	5	5	1
Cc1ccc(C)c(S(=O)(=O)N/N=C2/CCCc3ccccc32)c1	9	3	1	0	1	-1	4	5	0
CCOC(=O)c1c(NC(=O)CSc2nc3ccccc3[nH]2)sc2c1CC(C)(C)NC2(C)C	-10	6	7	3	-4	-1	0	6	2
CCC1(C(=O)O)NC(c2cccc(OC)c2O)C2C(=O)N(c3ccccc3)C(=O)C21 (centres undefined)	-4	-1	4	-3	2	0	9	3	-3
O=C(c1ccc(CNS(=O)(=O)c2ccc(Br)cc2)cc1)N1CCCCCC1	10	4	11	10	-2	0	-5	7	-3
Cc1ccccc1/C=C1\OC(=O)c2ccccc21	-1	3	1	9	-2	0	0	4	0
CCNC(=S)N1CCN(CCN=CC2=C(O)CC(C)(C)CC2=O)CC1	0	2	-4	0	-1	9	8	9	2
CC1CCCCN1C(=O)CN1CCN(S(=O)(=O)c2ccc(Br)cc2Cl)CC1 (centres undefined)	3	-7	-2	3	0	nt	nt	-1	4
Cc1cc(NC(=O)COn2nnc3ccccc32)no1	-9	1	-2	-5	0	-1	7	4	1
Cc1nnc(SCc2nc3sc4c(c3c(=O)[nH]2)CCCC4)n(N)c1=O	3	nt	0	nt	-2	-1	-9	nt	8
CCOC(=O)CN(Cc1ccccc1)S(=O)(=O)c1ccc(NC(C)=O)cc1	2	2	-4	5	-3	-1	-4	6	-4
O=C(Nc1ccc(-c2csc(Nc3ccc(Cl)cc3)n2)cc1)c1cc([N+](=O)[O-])cc(C(F)(F)F)c1	9	11	5	20	-17	29*	0	16	1
CC1=NNC(=O)C1CC(=O)N/N=C/C=C/c1ccccc1 (centres undefined)	6	2	-6	-2	5	0	17	6	5
N#Cc1nc(-c2ccc(OCc3ccccc3)cc2)oc1NCc1ccco1	2	1	5	-2	-2	3	-10	9	0
COc1cccc(NC(=O)C(NCCC(C)C)c2ccccc2)c1 (centres undefined)	-11	3	2	5	1	-3	-3	1	1
CCCC1C(=O)Nc2ccccc2N1C(=O)c1ccc(C(C)(C)C)cc1 (centres undefined)	-5	-1	9	-1	-2	4	-2	0	0
O=C(O)CCCNC(=O)Cc1ccccc1	3	3	-6	-9	4	-4	3	2	3
Cc1ccc(OCC(=O)NNC(=O)CCC(=O)Nc2ccc(C)cc2C)cc1	-2	-3	2	-9	-2	1	2	-10	-2
CCCS(=O)(=O)N1CCc2ccc(NC(=O)C3CCCO3)cc2C1 (centres undefined)	-3	8	3	-1	0	4	6	1	-4
CC(C)CCNC(=S)Nc1ccccc1F	-5	-2	0	-4	0	5	4	4	-7
Cc1ccc(C(=O)NC2CCCCNC2=O)cc1 (centres undefined)	-2	0	1	-5	0	0	-6	9	-1
Cc1cccc([C@@H]2[C@@H]3C(=O)N(Cc4ccccc4)C(=O)[C@@H]3[C@]3(CC(C)C)C(=O)N(c4cccc(Br)c4)C(=O)N23)c1	-9	0	-1	-7	-7	-3	4	-4	0
CC(C)c1ccc(/C=C/C(=O)Nc2nc3ccc([N+](=O)[O-])cc3s2)cc1	-10	-12	1	-31	-4	-4	2	-1	2
NC(=O)C1(C(N)=O)OC1c1ccc(Cl)cc1Cl (centres undefined)	0	6	6	-9	-4	-1	14	-4	-3
NC(=O)CC(NC(=O)c1ccccc1)c1ccc(NCc2ccccc2)c([N+](=O)[O-])c1 (centres undefined)	5	-3	7	-3	5	-5	-3	-12	-2
O=C(Nc1ccc(N2CCCC2)cc1)C(Cl)c1ccccc1 (centres undefined)	6	12	15	9	-1	0	35*	2	5
Oc1ccc(/C=N/Nc2nc(N3CCCC3)nc(N3CCCC3)n2)cc1O	10	-4	9	-6	6	-1	56*	5	2
Cc1cccc(C)c1OCC(=O)Nc1c(C)nn(C)c1C	1	1	-2	-7	-2	-1	0	-3	3
CCC(=O)Nc1cccc(C2=NOC3(C2)C[C@@H](C(N)=O)N(C(=O)COc2ccc(Cl)cc2)C3)c1 (some centres undefined)	2	3	3	0	-2	-3	2	6	-1
O=C(NC1=NCCS1)c1cc(-c2ccc(-c3ccccc3)cc2)nc2ccccc12	-38	-20	-16	-37	-16	-19	-18	-37	0
CCn1c(=O)n(CC)c2cc(N)ccc21	7	8	3	2	0	9	9	7	1
C[C@]12c3[nH]c4ccc(Cl)cc4c3CCN1C(=O)[C@@H](CC(=O)NCCc1ccccn1)C[C@@H]2C(=O)N1CCCCC1	nt	0	8	-1	nt	nt	nt	4	2
CCOC(=O)c1ccc(NC(=O)COc2ccccc2CNCCO)cc1	1	4	-3	5	6	1	3	7	-3
O=C(COC(=O)c1n[nH]c2ccccc12)c1cccc(Br)c1	-10	-3	-8	23	-12	-4	3	0	-4
Cc1occc1C(=O)N1CCN(C(=O)C2CCCO2)CC1 (centres undefined)	0	3	1	4	0	-1	4	9	3
COc1ccc(N=C2CCS(=O)(=O)c3sccc32)cc1	-6	-1	3	6	-4	-1	5	14	-3
CC1CCCCC1NC(=O)COc1cccnc1[N+](=O)[O-] (centres undefined)	nt	2	4	12	nt	nt	nt	5	1
COc1cccc(N2CCN(S(=O)(=O)c3cc4c(cc3Cl)NC(=O)CO4)CC2)c1	-5	2	1	-4	-2	0	-1	-4	1
CN1CCN(S(=O)(=O)c2ccc(NC(=O)Nc3cccc(Cl)c3)cc2)CC1	-6	-5	-13	-29	-25	-22	-39	8	-7
Nc1nonc1C(=O)NCCN=Cc1cc(Cc2ccccc2)cc(Br)c1O	-2	10	33*	3	0	4	-3	6	-12

Compound activity as filed in PubChem.
